Source: PubChem BioAssay
PAFAH1B2 inh: PAFAH1B2 enzyme inhibitors, primary screen, biochemical, fluorescence polarization, human; recombinant PAFAH1B2, FP-rhodamine activity probe; hit rate 1.2% among 340,000; Platelet-activating factor acetylhydrolase IB subunit alpha2 (Homo sapiens), P68402; AID 492953, 2010; inhibition, % at 3.39 µM;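 active = inhibition above the mean of all tested compounds plus 3 SD, cut at about 24% in these data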;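 note: 0% = enzyme with DMSO and 100% = wells lacking PAFAH1B2; many of its hits are not listed in these tables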
MEX-5 binding: MEX-5 zinc finger RNA-binding disruptors – biochemical, C. elegans, fluorescence polarization, MLPCN library, primary screen; Zinc finger protein mex-5 (Caenorhabditis elegans), Q9XUB2; MEX-5/FITC-TCR2 RNA binding; active compounds read low; activity score (negative = inhibition of binding), % at 10 µM; hit rate 0.38% among 300,000; AID 1832, 2009;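 active = inhibition past about -25% in most replicates, and total fluorescence under double the plate's negative control median, limit read from the data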;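 note: 0% = DMSO and -100% = 5 µM competing unlabeled TCR2 RNA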
AHR activator: AHR activators, primary screen, cell-based, luminescence, luciferase reporter, human; Aryl hydrocarbon receptor (Homo sapiens), P35869; AHR-responsive luciferase reporter cells; activation, % at 5 µM; hit rate 2.5% among 320,000; in the data active = activation above about 47%;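 note: 0% = vehicle wells and 100% = reference agonist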
Bcl-xL primary: inhibitors of human Bcl-xL, primary screen, biochemical, fluorescence polarization, HTS; inhibition, % at 10.9 µM; GST-Bcl-xL / FITC-Bim BH3 peptide fluorescence polarization; AID 2129, 2009; hit rate 0.7% among 320,000;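 active = inhibition above the mean of all tested compounds plus 3 SD, cutoff set per campaign, cut at about 30% in these data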;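 note: 0% = DMSO wells and 100% = unlabeled Bim-BH3 peptide competitor; inhibitors lower millipolarization by displacing the labeled peptide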
Target sequence (Q07817 whole entry, looked up): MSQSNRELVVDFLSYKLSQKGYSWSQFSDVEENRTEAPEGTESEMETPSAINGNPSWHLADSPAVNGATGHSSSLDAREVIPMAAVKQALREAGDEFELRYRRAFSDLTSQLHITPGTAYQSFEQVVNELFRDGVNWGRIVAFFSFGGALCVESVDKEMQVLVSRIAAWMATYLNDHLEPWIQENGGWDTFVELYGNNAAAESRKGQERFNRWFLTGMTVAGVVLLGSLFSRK
GLD-1 RNA inh: GLD-1/TGE RNA complex disruptors, primary screen, biochemical, fluorescence polarization. hit rate 0.44% among 320,000. Female germline-specific tumor suppressor gld-1 (Caenorhabditis elegans), Q17339. inhibition, % at 5.96 µM. purified GLD-1 + fluorescein TGE RNA;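 active = percent inhibition above a per-plate cutoff, the plate mean of test compounds plus 3 SD, cut at about 30% in these data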;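 note: 0% = DMSO wells with GLD-1 and probe and 100% = wells lacking GLD-1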
MCL1-BIM inh: inhibitors of MCL1 binding to BIM-BH3, primary screen, biochemical, fluorescence polarization; Induced myeloid leukemia cell differentiation protein Mcl-1 (Homo sapiens), Q07820; GST-MCL1 / FITC-Bim-BH3 fluorescence polarization; inhibition, % at 10.9 µM; hit rate 0.68% among 320,000;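 active = inhibition above the mean inhibition of all tested compounds plus 3 SD, set per campaign, cut at about 40% in these data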;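 note: 0% = DMSO wells and 100% = unlabeled Bim-BH3 peptide control; higher means more loss of mP so more displacement of Bim peptide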
Target sequence (Q07820 whole entry, looked up): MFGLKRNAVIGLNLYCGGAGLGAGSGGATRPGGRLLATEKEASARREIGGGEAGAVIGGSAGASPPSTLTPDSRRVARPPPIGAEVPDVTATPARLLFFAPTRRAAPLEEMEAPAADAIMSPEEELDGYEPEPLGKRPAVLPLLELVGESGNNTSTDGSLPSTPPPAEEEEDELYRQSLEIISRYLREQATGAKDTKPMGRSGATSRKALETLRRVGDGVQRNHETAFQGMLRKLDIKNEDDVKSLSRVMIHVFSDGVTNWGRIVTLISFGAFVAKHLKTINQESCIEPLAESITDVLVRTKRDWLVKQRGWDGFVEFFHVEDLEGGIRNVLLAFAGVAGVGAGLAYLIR
PME-1 primary: PME-1 inhibitors via competitive probe labeling, primary screen, biochemical, fluorescence polarization, FP-Rh probe, HTS. Protein phosphatase methylesterase 1 (Homo sapiens), Q9Y570. recombinant PME-1. inhibition, % at 5.9 µM. hit rate 0.53% among 320,000. AID 2130, 2009;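 active = inhibition above the campaign mean of all compounds plus 3 SD, cut at about 26% in these data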;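 note: competitive labeling of PME-1 active site by serine hydrolase directed probe; 0% = PME-1 with DMSO and 100% = wells lacking PME-1 enzyme; inhibitors block probe labeling so polarization falls and inhibition rises; many of its hits are not listed in these tables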
pPAFAH FP inh: pPAFAH enzyme inhibitors, primary screen, biochemical, fluorescence polarization, human | recombinant pPAFAH, FP-rhodamine probe fluorescence polarization | hit rate 1.5% among 330,000 | Platelet-activating factor acetylhydrolase (Homo sapiens), Q13093 | inhibition, % at 3.39 µM;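 active = inhibition above the mean inhibition across the screen plus 3 SD, cut at about 25% in these data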;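 note: inhibitors block binding of the rhodamine activity-based probe so polarization drops; 0% = enzyme with DMSO and 100% = wells lacking pPAFAH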
Target sequence (Q13093 whole entry, looked up): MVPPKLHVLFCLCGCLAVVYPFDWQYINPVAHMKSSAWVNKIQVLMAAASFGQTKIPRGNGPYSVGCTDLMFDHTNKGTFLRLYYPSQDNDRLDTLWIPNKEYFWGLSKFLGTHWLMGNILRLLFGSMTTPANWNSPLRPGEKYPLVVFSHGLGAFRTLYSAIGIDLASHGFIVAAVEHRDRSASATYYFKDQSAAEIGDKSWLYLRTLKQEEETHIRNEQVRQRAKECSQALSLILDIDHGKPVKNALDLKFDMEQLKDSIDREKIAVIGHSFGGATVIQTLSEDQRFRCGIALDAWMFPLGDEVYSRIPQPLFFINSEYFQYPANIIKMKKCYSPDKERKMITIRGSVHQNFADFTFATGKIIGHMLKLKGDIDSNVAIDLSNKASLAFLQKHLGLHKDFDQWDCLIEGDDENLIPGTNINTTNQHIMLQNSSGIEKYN
Fam108B inh: mouse Fam108B serine hydrolase inhibitors, primary screen, counter-screen for RBBP9 inhibitor project, biochemical, fluorescence polarization; recombinant Fam108B, FP-Rh probe fluorescence polarization; hit rate 0.33% among 300,000; AID 1947, 2009; inhibition, % at 9.51 µM;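 active = inhibition above the screen mean inhibition plus 3 SD, computed separately per campaign, cut at about 18% in these data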;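 note: inhibitors lower polarization as less probe binds the enzyme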
* hit, by the source's call; . = not tested or not shown.

No. | SMILES | PAFAH1B2 inh | MEX-5 binding | AHR activator | Bcl-xL primary | GLD-1 RNA inh | MCL1-BIM inh | PME-1 primary | pPAFAH FP inh | Fam108B inh
1 | CS(=O)(=O)c1cccc(-c2csc(N3CCC(C(N)=O)CC3)n2)c1 | 4 | . | 27 | -4 | 4 | 1 | 3 | 6 | .
2 | CC(Cl)C(=O)Nc1ncc(C(F)(F)F)cc1Cl (stereo not given) | -3 | -0.5 | 1 | 2 | 1 | -2 | 0 | 3 | -2
3 | O=c1[nH]cc(N(CCO)CCO)c(=O)[nH]1 | -2 | -0.2 | 1 | 5 | 13 | 3 | 0 | 1 | 1
4 | Cc1ccc2nc(N(CCCN(C)C)C(=O)CN3C(=O)c4ccccc4C3=O)sc2c1 | 3 | 0.8 | -11 | 3 | -2 | -3 | 2 | 4 | 2
5 | CCN1CCN(Cc2c(O)ccc3c(=O)c(-c4ccc(OC)c(OC)c4)c(C(F)(F)F)oc23)CC1 | 6 | -1.1 | -2 | 1 | 0 | -1 | 7 | 0 | -2
6 | Oc1c(C(c2cccs2)N2CCOCC2)sc2ncnn12 (stereo not given) | -1 | -1.0 | 3 | 7 | -8 | 4 | -2 | -2 | 6
7 | Cc1ccc(CC(=O)Nc2ccc(S(=O)(=O)N3CCOCC3)cc2)cc1 | 10 | 0.7 | 1 | 0 | 1 | 4 | -2 | 0 | 1
8 | COc1cc(NC(=O)C/C(C)=N/NC(=O)C(=O)NC2CCCCC2)c(OC)cc1Cl | 3 | 0.1 | 97* | 0 | -3 | 9 | 5 | 5 | 1
9 | O=C(COc1cc2oc(=O)c3c(c2cc1Cl)CCC3)Nc1ccc(CN2CCOCC2)cc1 | 0 | -1.1 | 5 | -2 | -5 | -10 | 10 | -2 | -7
10 | COc1ccc(-c2nnc(NC(=O)CSc3ccccc3)s2)cc1OC | -17 | -0.3 | 4 | 2 | 1 | -3 | -8 | 1 | -8
11 | CSc1nc2ccccc2cc1/C=C(\C#N)c1ccc(Cl)c(Cl)c1 | 1 | 0.1 | 2 | -4 | 3 | 1 | -4 | 0 | -6
12 | CCc1ccccc1OCC(=O)OCC(=O)Nc1cc(C)on1 | 6 | . | 4 | 4 | 0 | -1 | 2 | 4 | .
13 | CCc1cc(=O)n2c([nH]c3ccccc32)c1C#N | 2 | 0.8 | 30 | 8 | 3 | 5 | -5 | 13 | 2
14 | Cc1n[nH]c(=O)c2c(NC(=O)COC(=O)Cc3c(F)cccc3Cl)oc(C)c12 | 3 | 0.3 | 5 | -1 | -3 | -5 | -6 | 1 | 4
15 | COc1cc([N+](=O)[O-])ccc1NC(=S)Nc1cc(C(=O)OC(C)C)cc(C(=O)OC(C)C)c1 | -15 | 1.5 | 1 | 3 | 3 | 7 | -8 | 3 | -28
16 | CCn1c2ccccc2c2cc(/C=N/O)ccc21 | 5 | -0.3 | 1 | 3 | 3 | -4 | 4 | 6 | 1
17 | CC(=O)c1cccc(NC(=S)NCCc2ccc(F)cc2)c1 | 6 | 3.5 | 9 | -5 | 1 | -5 | 2 | -3 | -2
18 | CC(=O)c1cccc(NC(=O)c2sc(Cl)nc2C)c1 | -2 | -1.8 | 4 | 0 | 9 | -2 | 2 | 4 | 3
19 | COC(=O)c1ccc(CON2C(=O)c3ccccc3C2=O)cc1 | -5 | 0.8 | -1 | -2 | 4 | -3 | 2 | -1 | 1
20 | Oc1ccc(-c2sc(Nc3ccccc3)n[n+]2-c2ccc(F)cc2)cc1 | 4 | 1.2 | 10 | 3 | 3 | 6 | 0 | 6 | -2
21 | Cc1ccc(CNC(=O)CCCn2c(=O)c3ccccc3n(CC(=O)NCc3ccco3)c2=O)cc1 | 4 | 0.8 | 1 | 10 | 4 | 0 | -7 | 2 | -3
22 | Cc1nn(C)c2ncc(C(=O)c3ccccc3O)cc12 | 0 | -1.7 | -1 | 1 | -3 | -2 | 5 | 3 | -2
23 | Cc1ccccc1/C=C/C1=NCCN1 | 3 | . | 7 | -1 | -4 | 3 | -5 | -4 | 0
24 | CC(=O)N/N=C(/C)c1ccc(NC(=O)c2csc(C)c2C)cc1 | -3 | 0.5 | -9 | -1 | 0 | 1 | -2 | 2 | -3
25 | c1ccc2c(c1)OCc1cn[nH]c1-2 | 6 | -1.3 | 1 | 7 | -3 | 4 | -1 | 5 | -5
26 | COc1ccc(C(=O)CC(=O)c2ccccc2)cc1 | . | -4.5 | 5 | -4 | 8 | -5 | -6 | 3 | -3
27 | O=C(Nc1ccc(F)c(Cl)c1)C1CC(=O)n2c(nc3ccccc32)N1 (stereo not given) | 2 | -0.1 | 0 | 5 | 3 | 7 | -5 | 3 | -3
28 | COc1cccc(NC(=O)C2C3C=CC(O3)C2C(=O)NCc2cccnc2)c1 (stereo not given) | 0 | -0.6 | 4 | 5 | 2 | 0 | -2 | -2 | -1
29 | COC(=O)C1[C@H]2C(=O)N(Cc3cccs3)C[C@]23C=C[C@H]1O3 (stereo not given in full) | 2 | 1.1 | 0 | 2 | 0 | 2 | 2 | 5 | -1
30 | Cn1c(SCC(=O)Nc2ccc(Br)cc2F)nnc1-c1ccco1 | 2 | 2.0 | -3 | 6 | -1 | 2 | 4 | -1 | -1
31 | COc1ccc(C2(CNC(=O)c3cccc([N+](=O)[O-])c3)CCOCC2)cc1 | -3 | 0.8 | -3 | 5 | 4 | -4 | 4 | 2 | -2
32 | Nc1ccc(C(=O)N(CCO)CCO)cc1 | 2 | 0.4 | -1 | 3 | 0 | 2 | 3 | 1 | 1
33 | C[C@@H]1C=C(C(=O)N2CCN(C)CC2)O[C@H](OCc2ccc(CO)cc2)C1 | -3 | 0.6 | -2 | 2 | 0 | 2 | 0 | -5 | -5
34 | Fc1ccccc1CSc1nncn1NCc1cccs1 | 4 | 1.4 | 1 | -3 | 5 | -3 | -2 | -2 | -2
35 | CC(=O)c1ccc(NC(=O)CSc2ccc(-c3sc(C)nc3C)nn2)cc1 | 5 | -6.7 | 5 | 0 | -5 | 7 | -3 | -7 | 3
36 | Cc1cc(/C=N/NC(=O)CC2(C)OCCO2)c(C)n1-c1cc(Cl)cc(Cl)c1 | -1 | 0.9 | -1 | 5 | -3 | 1 | -3 | -1 | -2
37 | O=C1CC(C2CCCO2)C(=O)N1c1cccc(Cl)c1 (stereo not given) | 1 | 3.3 | -1 | 2 | 6 | 2 | 7 | -2 | 1
38 | N#C/C(=C\c1ccc(-c2ccc(C(=O)O)cc2)o1)C(=O)NCC1CCCO1 (stereo not given) | 2 | -4.1 | 2 | 6 | -15 | 2 | -6 | 2 | -3
39 | Cn1c(N2CCC(C(N)=O)CC2)nc2c1c(=O)n(Cc1ccc(Br)cc1)c(=O)n2C | 1 | 0.2 | 0 | 6 | 3 | 5 | -2 | 3 | -2
40 | CC(C)CC(=O)/C(=C/c1ccc(N(C)C)cc1)n1cncn1 | 1 | 10 | 0 | -14 | -28 | -23 | -2 | 6 | 2
41 | CN(C(=O)Cc1noc2ccccc12)c1ccccc1 | 2 | . | -2 | 3 | 3 | 5 | 0 | 6 | -3
42 | Cc1cccc(CN2CCN(C3CCCC3)C(CCO)C2)n1 (stereo not given) | -2 | -1.9 | 2 | 3 | 1 | 2 | 1 | 0 | -1
43 | Cc1cc(C)cc(N(CC(=O)NCCSCc2ccccc2)S(C)(=O)=O)c1 | 6 | -2.5 | 0 | -2 | -2 | -4 | 2 | 31* | 2
44 | C=CCN(CC=C)C(=O)c1cccc(OC2CCN(CC(C)(C)C)CC2)c1 | 6 | 0.0 | 0 | 2 | 6 | 2 | 3 | 3 | 7
45 | Cc1ccn2c(CNCC3COCCO3)c(C(=O)N3CCCCCC3)nc2c1 (stereo not given) | -1 | 3.4 | 4 | -1 | 10 | -2 | -3 | 1 | 3
46 | COc1ccc(OC)c(C(=O)NC2CC(C)(C)Cc3c2cnn3-c2ccccc2)c1 (stereo not given) | 0 | -0.3 | 13 | -1 | 7 | -1 | 9 | 11 | 1
47 | COc1ccc(N(C(=O)c2cccnc2)S(=O)(=O)c2cccc([N+](=O)[O-])c2)cc1 | 1 | 3.6 | -2 | -19 | -10 | -26 | 5 | 8 | -1
48 | Cc1ccc(NC(=O)c2ccc(NCCN)c([N+](=O)[O-])c2)cc1Cl | 1 | -0.1 | 40 | 4 | 3 | 7 | -9 | 9 | -5
49 | Cc1ccc(CNC(=O)c2ccc(C)s2)cc1 | 10 | 3.6 | 0 | 0 | 9 | -2 | 6 | 8 | 0
50 | COc1ccc(NS(=O)(=O)c2ccc(N/N=C(\C)c3ccncc3)c([N+](=O)[O-])c2)cc1 | 7 | -0.2 | 12 | -4 | 0 | -5 | 28* | 57* | 23*
51 | C/C(=N\NC(=O)CCCNc1cccc(C)c1)c1ccncc1 | 1 | 0.6 | 13 | 3 | 9 | 1 | 1 | 7 | -6
52 | c1ccc(Cn2nnc3cnccc32)cc1 | 6 | -1.6 | 0 | -3 | 0 | -4 | 0 | -1 | -6
53 | C/C(=N/NS(=O)(=O)c1ccccc1)c1ccc(NC(=O)C2CC2)cc1 | 8 | -0.1 | 8 | -2 | 2 | -12 | 0 | -7 | -1
54 | O=C(CS(=O)(=O)c1ccc(Cl)cc1)NCc1ccccc1 | 22 | -1.4 | -1 | 4 | 3 | -3 | 3 | 4 | 1
55 | O=C(Nc1cccc(C(F)(F)F)c1)c1sc(Cl)nc1C(F)(F)F | 5 | 1.1 | 0 | 3 | -4 | 4 | -5 | 1 | -7
56 | COc1ccc(C(=O)c2c(N)sc3c2CCN(C)C3)cc1 | 5 | -20 | 3 | 33* | -2 | 32 | -8 | 0 | -5
57 | CCN(C(=O)COC(=O)C(Cc1ccccc1)N1C(=O)c2ccccc2C1=O)C1CCS(=O)(=O)C1 (stereo not given) | 1 | 0.9 | 2 | 3 | 5 | 3 | 0 | 1 | -2
58 | CC1CC(=O)N(c2ccc(N(C)Cc3ccccc3)c([N+](=O)[O-])c2)C1=O (stereo not given) | -1 | 1.9 | 2 | 1 | 7 | 6 | 4 | -1 | 0
59 | COc1ccc(C(NC(=O)CC(C)C)c2c(O)ccc3ccccc23)cc1 (stereo not given) | -3 | -3.5 | 3 | 2 | 2 | -1 | -4 | -14 | -4
60 | COc1ccc2[nH]c(=O)c(CN(Cc3ccco3)Cc3nnnn3Cc3ccccc3)cc2c1 | 10 | -0.9 | 0 | 9 | 5 | 10 | 3 | -2 | -2
61 | Cc1ccc(-n2cc(CN3CCNC(=O)CC3)c(-c3cccc(C)c3)n2)cc1 | 7 | 0.6 | -4 | 1 | 1 | -4 | -1 | 4 | 4
62 | Cc1cccc(N2CCN(C(=O)C3CCCN(S(=O)(=O)c4cnc[nH]4)C3)CC2C)c1 (stereo not given) | 4 | -2.5 | 2 | -1 | 7 | -7 | 2 | 6 | 2
63 | O=S(=O)(Nc1cccc(-c2ccc3nncn3n2)c1)c1ccccc1F | 0 | 2.0 | 14 | 4 | 0 | 5 | 12 | 1 | -6

The list is partial; rates above refer to the full screens.
